# Screening data deposited in PubChem BioAssay by Sanford-Burnham Center for Chemical Genomics.
# Hsp70 inhibitors: Hsp70 inhibitors, probe displacement, primary screen, biochemical, fluorescence polarization (AID 583). hit rate 0.06% among 140,000. Hsp70 fluorescence polarization probe displacement, mP; higher % means a stronger effect. Heat shock 70 kDa protein 1A (Homo sapiens). displacement, % at 20 µM, or IC50 in µM where a hit was titrated; in the data active means displacement above about 50%;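 further: plate controls were vehicle for no effect and reference ligand for full effect; a part of the inactive calls stands beside numbers as strong as those of hits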
# MKP-3 inhibition: MKP-3 phosphatase inhibitors, primary screen, biochemical, rat enzyme, in vitro (AID 425). Dual specificity protein phosphatase 6 (Rattus norvegicus). recombinant MKP-3 phosphatase activity, fluorescence; higher % means a stronger effect. inhibition, % at 20 µM, or IC50 in µM where a hit was titrated. hit rate 0.17% among 110,000; in the data active means inhibition above about 50%;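 further: plate controls were vehicle for no effect and reference inhibitor for full effect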
# An asterisk follows results filed as active; . = no result given; & = joins results of further samples. The list is partial (hit frequency here may not be typical).
MKP-3 inhibition	Hsp70 inhibitors	Molecule
-1.4%	8.3%	CCCCC(=O)Nc1cccc(NC(=O)c2ccc3c(c2)OCO3)c1
-3.8%	-3.5%	CCN(CC)S(=O)(=O)c1cccc(-c2nnc(SCc3nnc(-c4cccs4)o3)n2N)c1
3.8%	-4.4%	CC1(C)Nc2ccc(OC(=O)c3ccccc3Br)cc2-c2c1ssc2=S
0.1%	8.4%	O=C(/C=C/c1ccc(Br)cc1)NC(=S)NCCCN1CCOCC1
.	-2.7%	O=C(c1ccco1)N1CCN(C(c2cccs2)c2nnnn2C2CCCC2)CC1 (stereo not drawn)
-1.5%	3.7%&-1.6%	CCOC(=O)C1=C(C)NC(=O)NC1c1cc(Br)c(O)c(OC)c1 (stereo not drawn)
-1.0%	5.9%	Cc1ccc(S(=O)(=O)c2nc(-c3ccccc3)oc2NCc2cccnc2)cc1
-3.3%	6.0%	O=C(Nc1cccc(-c2nc3ccccc3s2)c1)c1cccs1
-4.9%	-3.2%	CCOC(=O)c1csc(NC(=O)C2CCCCC2)n1
-3.8%	4.3%	O=C(c1nn2c(C(F)(F)F)cc(-c3ccc(F)cc3)nc2c1Cl)N1CCOCC1
-6.6%	-6.8%	O=C(CN1CCC(C(=O)c2ccc(Cl)cc2)CC1)Nc1ccc2c(c1)OCCO2
-3.8%	.	C/C=C/c1ccc(Oc2nnnn2-c2ccc(C(=O)O)cc2)c(OC)c1
-4.9%	-1.8%	COc1cccc2cc(C(=O)C3=C(O)C(=O)N(CCN4CCOCC4)C3c3cccs3)oc12 (stereo not drawn)
0.1%	-0.6%	Cc1ccc(COc2ccc3c4c(c(=O)oc3c2)CCC4)cc1
-16.5%	-3.1%	CC1CN(C(=O)c2cc(S(=O)(=O)N3CCCC3)c(Cl)cc2Cl)CC(C)O1 (stereo not drawn)
-2.0%	0.8%	CCOc1ccc(OCC)c(NC(=O)C2CCCN(S(=O)(=O)c3c(C)n[nH]c3C)C2)c1 (stereo not drawn)
-6.6%	-1.7%	CCSCCOC(=O)C1=C(C)NC(=O)NC1c1cccc(OC)c1OC (stereo not drawn)
1.0%	6.9%	Cc1cc(C)nc(N2CCC(C(=O)NCc3cccc(C(F)(F)F)c3)CC2)n1
.	-0.3%	COC(=O)[C@H](CCSC)NC(=O)NCCc1ccccc1F
3.0%	2.9%	COc1cc(C2Nc3ccccc3NC3=C2C(=O)CC(c2ccc(Cl)cc2)C3)cc(Br)c1O (stereo not drawn)
-0.1%	1.8%	CCOc1ccc2nc(SCC(=O)c3ccc(F)cc3)sc2c1
-18.8%	9.1%	CCOC(=O)C1C(C)N=C2SCC(=O)N2C1c1cccc(Br)c1 (stereo not drawn)
1.7%	0.9%	C=CCn1c(SCC(=O)N2CCCCC2)nc2sc(C)c(C)c2c1=O
1.8%	-6.2%	CCOC(=O)C1=C(C)N=c2s/c(=C\c3ccccc3O)c(=O)n2C1c1cccc(OC)c1 (stereo not drawn)
3.6%	-1.8%	O=P(c1ccccc1)(c1ccccc1)C1CCOCC1
3.2%	-2.8%	COc1ccc(-c2c(Cc3ccccc3)nn(-c3ccccc3)c2N)cc1OC
6.7%	-4.3%	COc1ccc(C2CC(=O)c3cnc(NC(=O)c4ccccc4)nc3C2)cc1OC (stereo not drawn)
1.2%	1.6%	COc1ccccc1C/C(N)=N/OC(=O)c1cccc(I)c1
0.0%	-1.4%	CC1CN(Cc2nc3c(c(=O)[nH]c(=O)n3C)n2CCN2CCOCC2)CC(C)O1 (stereo not drawn)
-4.7%	-1.0%	O=C(NCC(c1cccnc1)N1CCOCC1)Nc1ccccc1 (stereo not drawn)

# Arranged by heavy-atom count (largest number first): part of the list above.
MKP-3 inhibition	Hsp70 inhibitors	Molecule
-6.6%	-6.8%	O=C(CN1CCC(C(=O)c2ccc(Cl)cc2)CC1)Nc1ccc2c(c1)OCCO2
-4.7%	-1.0%	O=C(NCC(c1cccnc1)N1CCOCC1)Nc1ccccc1 (stereo not drawn)
1.2%	1.6%	COc1ccccc1C/C(N)=N/OC(=O)c1cccc(I)c1

# Back to the main list, repeating the three entries before the break.
MKP-3 inhibition	Hsp70 inhibitors	Molecule
1.2%	1.6%	COc1ccccc1C/C(N)=N/OC(=O)c1cccc(I)c1
0.0%	-1.4%	CC1CN(Cc2nc3c(c(=O)[nH]c(=O)n3C)n2CCN2CCOCC2)CC(C)O1 (stereo not drawn)
-4.7%	-1.0%	O=C(NCC(c1cccnc1)N1CCOCC1)Nc1ccccc1 (stereo not drawn)
-1.4%	2.4%	COc1ccc(C2C3=C(CC(c4ccco4)CC3=O)Nc3ccccc3N2C(C)=O)cc1 (stereo not drawn)
-0.7%	2.0%	Cc1cc(C)nc(NC(=O)c2ccc(F)cc2)c1
.	-1.8%	O=C(COC(=O)c1ccccc1)Nc1ccccc1N1CCOCC1
-9.5%	0.0%	CC(=O)Cc1nsc(NC(=O)c2ccc(-c3ccc(Cl)c(C(F)(F)F)c3)o2)n1
.	15.1%	COc1ccc(C(=O)CC(c2ccccc2)C2C(=O)CCCC2=O)cc1 (stereo not drawn)
-2.6%	0.7%	CCN(CC)c1ccc(NC(=O)c2nc3nc(C)cc(C(F)F)n3n2)cc1
.	2.4%	O=C1NC(=O)c2cc(NC(=O)C3CCCO3)ccc21 (stereo not drawn)
-0.3%	-2.5%	CCCCOc1ccc(C2(C)CC(=O)NC2=O)cc1 (stereo not drawn)
2.5%	12.0%	CSc1nc(-c2ccccc2O)nc(-c2ccccc2O)n1
-9.6%	2.0%	Cc1c(NS(=O)(=O)CC23CCC(CC2=O)C3(C)C)c(=O)n(-c2ccccc2)n1C (stereo not drawn)
3.8%	1.5%	Cc1ccc(NCCC(=O)c2cccs2)cc1C
0.5%	-0.8%	CS(=O)(=O)N(CC(=O)Nc1ccc(Oc2ccccc2)cc1)c1ccc(Br)cc1
-12.1%	2.8%	COc1ccc(C(=O)CSc2nnc(Cc3ccccc3)o2)cc1
-5.3%	7.4%	c1ccc(-c2nn3c(C4COc5ccccc5O4)nnc3s2)cc1 (stereo not drawn)
-13.9%	-1.6%	Cc1nccn1CC(=O)O
1.5%	1.5%	CN1c2ccccc2-c2ccccc2C12C=Cc1cc([N+](=O)[O-])ccc1O2 (stereo not drawn)
.	7.7%	COc1ccc(OC)c2[nH]c(C(=O)O)cc12
4.7%	3.1%	COC(=O)C1=C(C)NC(=O)NC1c1ccc(SC)cc1 (stereo not drawn)
-7.7%	-3.0%	CCCCOc1ccc(C(=O)Nn2cnnc2)cc1
-3.5%	-1.5%	Cc1ccc2nc(-c3ccc(SCC(=O)Nc4cc(C)on4)nc3)[nH]c2c1
1.0%	2.6%	Cc1cccc(NC(=O)CN2CCOCC2)c1C
-4.8%	-3.4%	CC(C)C[C@H](N)c1nnc(S(=O)(=O)Cc2cccc(F)c2)o1
2.8%	-4.1%	COCCOC(=O)C1=C(C)NC(C)=C(C(=O)OCCOC)C1c1ccc(-c2cccc(Br)c2)o1
2.0%	-3.7%	COc1ccc(C(=O)/C=C/Nc2ccccc2Br)cc1OC
2.2%	3.6%	CCc1nc2oc3ccccc3c(=O)c2c(=O)n1Cc1ccccc1
-0.6%	5.4%	Cc1c(NC(=O)c2cccc3c2C(=O)c2ccccc2-3)c(=O)n(-c2ccccc2)n1C
1.0%	-1.1%	O=C1CC(N2CCCCCC2)C(=O)N1c1ccc2c(c1)OCO2 (stereo not drawn)
2.5%	-6.2%	Cc1ccc(C2CC(C(F)(F)F)n3nc(C(=O)N4CCN(c5ccc(F)cc5)CC4)cc3N2)cc1 (stereo not drawn)
6.8%	-1.3%	O=C(N/C(=C/c1ccc(-c2cccc(C(F)(F)F)c2)o1)C(=O)N1CCOCC1)c1ccc(Cl)cc1
11.7%	-0.5%	COc1ccc(OC)c(/C=C/C(=O)c2c(-c3ccccc3)c3cc(Cl)ccc3[nH]c2=O)c1
-5.8%	0.1%	CC(c1ccccc1)C1NC(C(=O)O)CS1 (stereo not drawn)
1.7%	-2.7%	COc1cc(-c2nc(N)c3c(=O)oc4ccccc4c3n2)cc(OC)c1OC
-2.8%	3.1%	CC1CCN(CCn2c(=S)[nH]c3ncccc3c2=O)CC1
2.8%	0.0%	COC(=O)c1cccc(NC(=O)C23CC4CC(C2)CC(C(=O)Nc2cccc(C(=O)OC)c2)(C4)C3)c1
2.4%	1.6%	O=C(O)c1cc(NS(=O)(=O)c2ccccc2)cc(C(=O)O)c1
0.6%	-5.3%	CC(C)(Cc1ccc(O)cc1)NC(=O)Cc1ccccc1
.	-3.4%	COC(=O)C(C)Sc1nc2c(c(=O)[nH]c(=O)n2C)n1CCC(C)C (stereo not drawn)
.	5.8%	N#CC1=C(N)SC(C(=O)c2ccccc2)C1c1cccs1 (stereo not drawn)
2.5%	1.2%	COc1cccc(-c2nc3sc(C)c(C)c3c(=O)[nH]2)c1
-3.5%	7.5%	CCCC(=O)Nc1ccc(C(=O)O)cc1NC(=O)CCC
9.1%	1.4%	COc1ccc(/C=C2\N=C(c3cccc(OC)c3)OC2=O)cc1
.	10.5%	O=C(Nc1nccs1)C1CCN(S(=O)(=O)c2ccc(Cl)c(C(F)(F)F)c2)CC1
1.1%	-1.3%	COCCOC(=O)C1=C(C)NC(=O)N(C(C)=O)C1c1ccc(Cl)cc1 (stereo not drawn)
-3.7%	1.3%	CN(c1ccccc1C(=O)N1CCN(c2cccc(Cl)c2)CC1)S(C)(=O)=O
.	2.0%	CCNC(=O)CSc1nnc(-c2ccc(OC)cc2)n1CC(C)C
-2.4%	-0.2%	CCOc1ccccc1N(C(C)=O)S(=O)(=O)c1ccc(Cl)cc1
7.1%	4.4%	CC(=O)N=C1SC2CS(=O)(=O)CC2N1c1cccc(Cl)c1Cl (stereo not drawn)
.	-0.9%	CCN(c1ccccc1)S(=O)(=O)c1ccc(N)c(OC)c1
1.6%	-3.1%	O=C(CN1C(=O)/C(=C\c2ccccc2F)SC1=S)Nc1ccccc1C(=O)O
0.8%	3.4%	CCCOc1c(I)cc(C2C3=C(CC(C)(C)CC3=O)OC3=C2C(=O)CC(C)(C)C3)cc1OC
-1.2%	0.3%	Cc1ccc(C(=O)NCc2ccncc2)cc1
-2.3%	0.7%	CC1CCCN(Cc2nc3c(c(=O)n(C)c(=O)n3C)n2Cc2c(F)cccc2Cl)C1 (stereo not drawn)
-7.5%&-1.0%	0.1%&1.6%	CCOC(=O)CSc1nnc(-c2cccs2)n1-c1ccccc1
-0.8%	-2.6%	O=C1/C(=C/c2c(F)cccc2Cl)SC(=S)N1CCc1ccccc1
.	-8.1%	CCc1ccc2nc(SCC(=O)N3CCCCC3)c(C#N)cc2c1
5.8%	-4.0%	COCCNC(=O)c1noc2c1CCc1cc(OC)ccc1-2
1.8%	5.0%	C=CCNC(=O)c1cccc([N+](=O)[O-])c1
-2.4%	-4.7%	O=C(CCC(=O)Nc1ccc(I)cc1)N/N=C/C=C/c1ccccc1
6.0%	3.2%	CCOC(=O)C1=C(C(=O)OCC)SC(=C2C(=S)C(C)(C)N(C(=O)c3ccc(OC)cc3)c3ccccc32)S1
2.2%	-2.0%	CCCCN(C)S(=O)(=O)c1ccc(C(=O)Nc2nnc(CSC)o2)cc1

# Pulled one by one from the entries so far, four records:
MKP-3 inhibition	Hsp70 inhibitors	Molecule
-7.7%	-3.0%	CCCCOc1ccc(C(=O)Nn2cnnc2)cc1
7.1%	4.4%	CC(=O)N=C1SC2CS(=O)(=O)CC2N1c1cccc(Cl)c1Cl (stereo not drawn)
.	15.1%	COc1ccc(C(=O)CC(c2ccccc2)C2C(=O)CCCC2=O)cc1 (stereo not drawn)
-3.5%	7.5%	CCCC(=O)Nc1ccc(C(=O)O)cc1NC(=O)CCC

# More structures.
MKP-3 inhibition	Hsp70 inhibitors	Molecule
-3.9%	0.1%	CCC(C(=O)NCc1ccccc1)c1ccccc1 (stereo not drawn)
3.5%	3.2%	CC(C)(C)c1ccc(OCCOc2cccc(C=C3C(=O)NC(=O)NC3=O)c2)cc1
2.7%	-0.7%	COc1ccc2nc(NC(=O)c3ccccc3Br)sc2c1
6.8%	-5.4%	CC(C)(C)C1=CC(=O)C=C(C(C)(C)C)C1=O
-10.0%	-4.8%	COC(=O)c1cccc(COC(=O)CNC(=O)c2ccco2)c1
-6.3%	-0.9%	CN(C)/C=N/c1c(C(=O)NCc2ccccc2)nnn1Cc1ccccc1
3.4%	-1.3%	O=C(Nc1ccc2oc(Cc3ccc(Cl)cc3)nc2c1)c1cccnc1
-1.4%	0.4%	CCc1c(C(=O)NC2CCCCC2)[nH]c(C)c1C(C)=O
1.2%	-0.3%	CC1CCN(C(=O)Nc2ccccc2)CC1
-8.1%	-1.1%	COc1cccc(C(=O)CSc2nnnn2C)c1
1.5%	6.0%	Cc1cccc(NCCC(=O)c2cccs2)c1C
.	2.5%	CCOc1ccc(CN(Cc2ccco2)S(=O)(=O)c2ccc(-n3cnnn3)c(OC)c2)cc1
-6.4%	1.6%	Cc1noc(C)c1CN1C(=O)NC(Cc2ccccc2)(Cc2ccccc2)C1=O
.	20.9%	COC(=O)C(OC(=O)c1ccc(OC)cc1)C(=O)OC
2.7%	-2.5%	Nc1cccc(NC(=O)c2ccco2)c1
5.5%	1.2%	CCOC(=O)N1CCN(C(c2cccc(OC)c2)c2sc3nc(C)nn3c2O)CC1 (stereo not drawn)
.	-1.3%	CCN1CCN(Cc2ccc(OCc3ccccc3)c(OC)c2)CC1
-3.5%	6.9%	CC1=CC(C)(C)N(C(=O)c2ccc(NS(C)(=O)=O)cc2)c2ccc(C)cc21
-3.0%	4.6%	O=C(Cc1ccc(Cl)cc1)Nc1cccnc1
.	1.5%	Cc1c(N/C=C/C(=O)c2ccc(Cl)cc2)c(=O)n(-c2ccccc2)n1C
.	-3.0%	CS(=O)(=O)N(Cc1ccccc1)c1ccc(C(=O)NCCSCc2ccco2)cc1
-7.6%	-1.2%	CCOC(=O)C(C)n1cnc2sc3c(c2c1=O)CCC3 (stereo not drawn)
